Bioassay records (PubChem BioAssay)
Y pestis TopoI = Y. pestis Topo-I inhibition via cleavage products | Y. pestis Topo-I cleavage product accumulation, plate reader | activity, % at 10 µM | hit rate 0.064% among 360,000; in the data active = activity above about 50%, passing the limit was not always enough; inconclusive = no clear call, values can overlap the other calls; also: inactives centre near 2
Anthrax LF inh2 = anthrax lethal factor protease inhibition | P15917 | multiplex microsphere protease cleavage assay, LF | inhibition, % at 10 µM | hit rate 0.12% among 360,000; also: plate controls were buffer without enzyme for full effect and enzyme alone for no effect
SSB-PriA inh = blocks PriA binding to SSB C-terminal tail; AlphaScreen SSBct-PriA binding, biotinylated peptide; AID 1272365; hit rate 0.6% among 430,000; inhibition, % at 33 µM; in the data active = inhibition mostly above about 37%, no sharp cut-off; inactive = mostly below about 20%;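 also: plate controls were negative control peptide for no effect and reference peptide for full effect; strong numbers were not always called active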
PfHsp40 yeast = rescue of PfHsp40-mediated yeast toxicity | S. cerevisiae expressing PfHsp40, growth rescue, ATP luminescence | growth rescue, % at 12.5 µM | hit rate 0.68% among 340,000 | AID 504582; in the data active = growth rescue above about 28%, passing the limit was not always enough; inconclusive = no clear call, values can overlap the other calls;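 also: yeast W303a lacking pdr1 and pdr3 grown in galactose medium; growth measured after three days at 30 °C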
3CLpro inhibitor = SARS-CoV 3CLpro protease inhibition; P0C6X7; recombinant SARS-CoV 3CLpro, quenched FRET peptide cleavage; inhibition, % at 6 µM; hit rate 0.14% among 290,000; in the data active = inhibition above about 12%
PrPC TRFRET = cell surface PrPC inhibition, primary TR-FRET screen | TR-FRET read-out | AID 720596 | P04156 | inhibition, % at 13.8 µM | hit rate 0.43% among 370,000; in the data active = inhibition above about 24%; also: 0% = median of the test wells and 100% = reference compound wells
BoNT A protease = inhibitors of Botulinum neurotoxin A light chain protease | multiplex microsphere protease substrate cleavage, flow cytometry | hit rate 0.17% among 360,000 | AID 588499 | inhibition, % at 10 µM; also: plate controls were buffer without enzyme for full effect and enzyme alone for no effect
BH1578 lux ind = quorum light induction in luxS cqsA deficient V. cholerae; V. cholerae BH1578 lux reporter, luminescence, 6 h; hit rate 0.16% among 350,000; activation, % at 18.7 µM; in the data active = activation mostly above about 9.7%, no sharp cut-off; inconclusive = no clear call, values can overlap the other calls; inactive = mostly below about 3.7%; also: not every result past the cut was called active; inactives centre near 0; reference of the scale not given here
TcdB inh = inhibitors of Clostridioides difficile toxin B glycohydrolase; P18177; TcdB glycohydrolase enzymatic assay, plate reader; inhibition, % at 9.99 µM; hit rate 0.24% among 350,000; AID 652162; in the data active = inhibition above about 10%
* hit, by the source's call; i = inactive; ? = inconclusive; nt = no result given; & = joins results of further samples. Rule as the data show it, unless noted: active = inhibition above about 30%; inconclusive = no clear call, values can overlap the other calls; inactive = below that.

SMILES	Y pestis TopoI	Anthrax LF inh2	SSB-PriA inh	PfHsp40 yeast	3CLpro inhibitor	PrPC TRFRET	BoNT A protease	BH1578 lux ind	TcdB inh
N#CC1=C(SCC(=O)c2ccc(Br)cc2)NC2=C(C(=O)CCC2)C1c1ccco1 (stereo unspecified)	4	7	-6	0.8	0	-8	9.0	-0.3	nt
CCCCNC(=O)c1onc(CSc2ccccc2)c1C(=O)O	1	-4	-1	-1.0	2	-2	-0.3	1.2	2.3
NC(Cc1ccc(Cl)cc1)c1csc(NC(=O)NCC2CCCCC2)n1 (stereo unspecified)	-12	-5	nt	nt	nt	61*	-0.5	1.1	2.6
Cc1ccc(S(=O)(=O)Nc2ccc(N3CCN(C)CC3)nc2)cc1	-7	0	14	0.0	2	-3	0.3	-0.3	-1.8
Nn1c(SCC(=O)Nc2nccs2)nnc1C1CC1	15	0	-1	-0.5	-1	5	-2.8	i	-0.1
Cn1c(CC(=O)Nc2ccc(Cl)c(Cl)c2)n[nH]c1=S	6	1	3	0.5	2	-3	-0.3	i	0.7
COc1ccc(C(C)(O)c2nc(-c3ccc4c(c3)OCO4)cs2)cc1 (stereo unspecified)	14	-5	nt	nt	nt	4	-0.1	-0.4	1.5
O=C(O)c1ccc(-n2cncn2)c([N+](=O)[O-])c1	2	5	7	0.4	2	1	-0.1	-0.6	0.6
Cc1ccc(CN(C#N)c2nc(C)cc(C)n2)cc1	5	-2	-16	-0.2	-2	-1	0.1	-0.7	nt
C/C(=N\Nc1ncnc2sc(C)c(C)c12)c1ccccn1	-12	19	nt	20	-6	1	40*	-0.2	-1.4
CN(CC(=O)Nc1ccccc1Cl)C(=O)c1ccc(-c2cccc(C(F)(F)F)c2)o1	0	2	-2	-1.9	nt	-6	-0.6	i	0.1
Cn1c(-c2cccc([N+](=O)[O-])c2)cnc1NCc1cccc(F)c1	-11	-18	14	-0.3	-3	-21	-4.0	i	1.4
COc1ccc(CNC(=O)COc2ccc(S(=O)(=O)N3CCCCC3)cc2Cl)cc1	11	7	-8	0.0	6	-3	-0.5	i	3.7
CCOC(=O)c1c[nH]c(=S)n(-c2ccccc2)c1=O	9	-1	21	-1.7	nt	3	-0.4	i	-0.3
COc1ccccc1NC(=O)C1CCN(S(=O)(=O)c2ccc3c(c2)CC(C)N3C(C)=O)CC1 (stereo unspecified)	14	3	-8	0.1	3	-3	0.8	-0.4	0.5
O=C(COc1cccc(C(F)(F)F)c1)N1CCN(c2ccc(O)cc2)CC1	-4	2	11	0.7	-2	7	0.0	-0.3	16*
Cc1ccc2cc3c(NC(=O)c4cccnc4)nn(C)c3nc2c1	4	0	-26	3.3	9	-9	1.9	-0.7	nt
O=C(NCCn1cccn1)C1CCC(=O)N(CCc2ccc(Cl)cc2)C1 (stereo unspecified)	-7	-3	-5	-1.4	-2	-4	-0.7	i	1.5
O=C(Cc1ccccc1)N1CCC(c2ccccc2)C1 (stereo unspecified)	13	-17	-6	-0.3	3	-2	?	-0.6	-1.1
Cc1cccc(NC(=O)CSc2nnc(-c3ccco3)o2)c1	-1	-3	10	8.2	8	nt	-0.3	i	nt
C/C(=C1/SC(N2CCOCC2)=NC1=O)c1ccc(Cl)cc1	-9	1	-5	0.3	-3	1	-1.5	-0.5	-0.9
Cc1nc2c3ccccc3[nH]c(=O)n2n1	-5	-7	-14	-0.1	0	2	0.9	-0.2	nt
CC(C)(C)/C=N/NC(=O)C1CC1	5	-11	i	-0.4	-7	6	0.1	-0.7	2.0
CC(=O)Nc1cccc(Oc2ccc([N+](=O)[O-])cc2Cl)c1	1	0	-9	-2.9	-5	2	0.1	-0.3	2.6
COc1ccccc1-c1csc(C(C)(O)c2ccccc2)n1 (stereo unspecified)	13	-1	nt	nt	nt	-8	-0.2	-0.6	0.9
CCOC(=O)C1=C(c2ccccc2)OC(N)=C(C#N)C1c1cccs1 (stereo unspecified)	6	-4	4	2.6	6	-5	-0.6	-0.5	nt
Cc1ccc(S(=O)(=O)N2CCN(C(=O)COC(=O)COc3cccc4c3OC(C)(C)C4)CC2)cc1	10	4	26	1.6	nt	-6	0.1	-5.3	0.8
CCN(CC)c1ccc(/C=N/NC(=O)CC(C)C)cc1	-13	-6	nt	0.0	2	-8	-0.3	-0.5	1.3
C=C(C)CNC(=S)N/N=C\c1ccc2c(c1)OCO2	7	-3	nt	0.0	nt	9	0.2	-0.6	0.5
C[C@@H]1CN([C@H](C)CO)C(=O)c2cc(Br)cnc2O[C@H]1CN(C)Cc1ccccc1	7	-3	nt	nt	nt	-11	0.0	-0.4	0.4&-1.4

Looked up above:
Cc1ccc(S(=O)(=O)Nc2ccc(N3CCN(C)CC3)nc2)cc1 – BoNT A protease: 0.3
C[C@@H]1CN([C@H](C)CO)C(=O)c2cc(Br)cnc2O[C@H]1CN(C)Cc1ccccc1 – PrPC TRFRET: -11

New compounds follow:
SMILES	Y pestis TopoI	Anthrax LF inh2	SSB-PriA inh	PfHsp40 yeast	3CLpro inhibitor	PrPC TRFRET	BoNT A protease	BH1578 lux ind	TcdB inh
O=C(CCc1ccccc1)Nc1cccc(S(=O)(=O)N2CCOCC2)c1	7	-2	4	-1.0	nt	0	-0.1	-1.1	0.7
CN1CCN(S(=O)(=O)c2cccc(C(=O)NCc3ccccc3Cl)c2)CC1	11	-1	0	0.5	3	1	0.1	-0.3	0.1
COc1ccc(CCNC(=O)Cn2nnc(-c3cccs3)n2)cc1OC	19	-2	-16	0.5	3	1	0.4	3.2	0.3
CCN(CC)C(c1ccc(C)cc1)c1nnnn1C1CCCCC1 (stereo unspecified)	31	-7	2	-0.4	-3	5	-0.2	-0.2	nt
Cc1sc(NC(=O)c2ccccc2F)c(CN2CCCCC2)c1C	9	0	-7	-0.9	0	-1	-0.9	-0.2	nt
CC1(C)NC(=O)N(CCCCOc2ccc3ccccc3c2Cl)C1=O	10	-1	-15	-0.2	7	-3	-1.1	-1.9	nt
Nc1n[nH]c2ccccc12	-10	0	-13	0.0	2	1	-0.7	nt	2.1
COc1ccccc1C(=O)NC(=O)COC(=O)CNC(=O)c1ccc(Cl)cc1Cl	7	-2	-11	-0.3	nt	2	-1.9	i	2.4
CC(=O)c1ccc(N2CCN(CC(=O)NC(=O)NCc3ccccc3)CC2)cc1	4	2	4	-0.1	nt	-1	-1.5	i	2.1
Cc1ccc(Sc2nc(-c3ccccc3)nnc2C(F)(F)F)cc1	-15	-3	-6	-1.5	1	-5	-1.5	-0.3	nt
Cc1ccc(C)c(OCc2nnc(NC(=O)c3ccc4c(c3)OCO4)s2)c1	-1	-4	-1	-0.5	0	0	-0.1	-2.3	2.4
c1csc(-c2ccc(N3CCOCC3)nn2)c1	4	-8	-4	nt	-3	-10	0.3	-0.9	0.4
NNc1nc2c(F)cccc2s1	4	-2	-5	-0.9	0	-10	1.0	-0.3	-3.1
COc1ccc(NC(=O)c2ccccc2N(Cc2ccccc2)S(C)(=O)=O)c(OC)c1	17	-10	0	0.8	3	4	-2.7	i	2.5
CCNc1nc(C)nc2c1oc1ccccc12	-11	-2	-17	-0.3	2	-2	-0.3	-0.9	nt
CCNc1nc(NCC)n2c(SCC(=O)c3ccccc3F)nnc2n1	7	-4	5	-1.2	0	-5	-0.8	i	0.6
O=S(N1CCc2ccccc21)C12CC3CC(CC(C3)C1)C2 (stereo unspecified)	26	0	-9	2.1	5	6	-0.2	i	0.1
O=C(N/N=C/c1ccco1)c1ccc(NC(=O)c2ccccc2Cl)cc1	5	-4	nt	-0.3	3	-5	0.5	-0.2	1.7
CC1CCCC(NS(=O)(=O)c2cccc3nsnc23)C1C (stereo unspecified)	4	0	14	-2.2	-3	-13	2.2	-0.4	0.6
CC1=C(C(=O)N2CCOCC2)CC(CC(=O)NCc2cccc3ccccc23)C(=O)N1Cc1ccc(F)cc1 (stereo unspecified)	24	-4	nt	nt	nt	-5	-0.7	-0.4	1.1
O=C(CNS(=O)(=O)c1ccc(Cl)cc1)NC1CCCCC1	-3	nt	-7	0.5	nt	2	nt	i	0.9
COC(=O)c1[nH]c2cccc(Cl)c2c1NC(=O)CN1CCCCC1C (stereo unspecified)	22	0	-2	0.4	6	1	-0.2	-1.6	nt
CCOC(=O)C1CCN(c2c(NCCN3CCN(c4ccccc4)CC3)c(=O)c2=O)CC1	-3	0	-6	0.3	-5	-8	-0.2	-0.3	0.6
OC1c2cc(Br)ccc2N=C2CCCCCN21 (stereo unspecified)	2	-2	nt	nt	nt	-1	0.2	-0.4	0.6
COC(=O)c1ccc(CSc2nc3c(cnn3-c3ccc(C)c(C)c3)c(=O)[nH]2)o1	-1	-5	-4	-1.2	-2	-1	1.0	-0.4	nt
COC(=O)c1cccc(S(=O)(=O)N2CCC(NC(=O)NC34CC5CC(CC(C5)C3)C4)CC2)c1	19	-10	-20	1.7	4	-2	0.6	-0.2	nt
c1ccc(-c2ncc3c(ccc4ccccc43)n2)cc1	13	1	8	-1.0	-8	-3	-0.9	1.6	nt
CCOC(=O)[C@]12CCCC=C1N(Cc1cccc3ccccc13)C(=O)[C@H](CC(=O)NCc1cccs1)C2	nt	-8	nt	nt	nt	6	0.1	nt	-0.2
Cc1ccc(C2c3c(oc4cc(C)c(C)cc4c3=O)C(=O)N2CCCN2CCOCC2)cc1 (stereo unspecified)	11	-7	-5	0.7	0	-5	-0.7	-0.2	-1.1
CCOC(=O)Cc1nnc(-c2ccccc2)o1	-5	-1	-16	-0.4	5	-2	-1.7	-0.2	-0.2
Cc1ccc(S(=O)(=O)N2CCN(Cc3cccnc3)CC2)cc1	-6	-2	-8	-0.7	-3	0	1.4	2.9	-0.6
O=C(Cn1cccc1C(=O)c1ccccc1)NCCN1CCOCC1	4	10	-17	-1.0	4	0	-0.3	-0.6	nt
COc1ccc(CCC(=O)NCC23CC4CC(CC(C4)C2)C3)cc1	28	14	-14	-0.7	-3	7	-1.8	-0.8	1.2
Cc1ccc(S(=O)(=O)N2CCCCC2)cc1NC(=O)CN1C(=O)c2ccccc2S1(=O)=O	0	0	-7	0.5	nt	-2	0.1	i	-0.3
O=C(CSc1nnc(-c2cccnc2)o1)Nc1cccc(Cl)c1	-5	4	-10	-1.6	0	3	-0.2	-4.0	2.9
COc1ccc(S(=O)(=O)N/N=C/c2ccc(OCCN3CCOCC3)c(OC)c2)cc1	8	1	nt	0.6	6	-1	-0.2	-0.1	0.9
COc1cccc(NC(=O)CN(C)S(=O)(=O)c2ccc(C)cc2)c1	6	0	-12	-0.4	-2	14	-0.6	6.2	nt
Cc1csc(N(C(=O)c2cccc(S(=O)(=O)N(C)C)c2)c2ccccc2)n1	10	-2	-12	0.5	-2	4	0.6	i	1.4
COCCCNC(=O)/C=C/c1c(Cl)cccc1Cl	-7	-3	5	-0.9	2	0	0.3	-1.2	nt
CC(C)c1[nH]nc2c1C(C(C)C)C(C#N)=C(N)O2 (stereo unspecified)	10	0	-2	-1.2	3	6	0.5	i	nt
Cc1ccc(NC(=O)c2cc(-c3cc(C)c(C)cc3O)n[nH]2)cc1C	1	1	-6	8.8	0	-5	-1.8	0.0	0.8
COCCNc1cc(C)nc2c(-c3ccccc3OC)c(C)nn12	2	-11	-25	-1.4	-2	-6	-1.0	-0.2	0.9
CCCC/C(O)=C1\C(=O)CC(C)(C)CC1=Nc1ccccc1OC	30	-1	nt	1.8	4	10	-0.3	-0.2	1.7
CCOC(=O)Cc1cc(=O)[nH]c(=O)[nH]1	-1	0	3&-4&-1	-0.1	-7	4	-0.4	-0.2	-7.6
Cc1ccc(C)c(S(=O)(=O)N2CCCC2CNC(=O)C(=O)NCc2ccccc2C)c1 (stereo unspecified)	16	nt	1	?	nt	-2	nt	i	0.8

An excerpt (hit frequency here may not be typical).
